# HP1b chromo inh: HP1-beta chromodomain-methylated histone interaction inhibition. P83916. AlphaScreen HP1-beta / biotin-H3K9me3 peptide binding. Potency, µM (top dose mostly 114 µM), for the others: top-dose activity change, negative = inhibition, hits mostly inhibitors. 0.56% of 390,000 active. AID 540317; further: potency means the concentration at half of the fitted maximal effect; nearly all actives have a fitted effect of over 70% in size; inactives centre near 23
# Target sequence (P83916 whole entry, looked up): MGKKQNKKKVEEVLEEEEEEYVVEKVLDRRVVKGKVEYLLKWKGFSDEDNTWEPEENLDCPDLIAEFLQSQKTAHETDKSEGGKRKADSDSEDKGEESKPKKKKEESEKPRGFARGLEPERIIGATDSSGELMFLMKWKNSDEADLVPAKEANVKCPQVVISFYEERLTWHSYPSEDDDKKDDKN
#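 AlphaScreen: HP1-beta (50 nM) preformed 30 min with biotin-H3(1-18)K9me3 peptide (50 nM) in PBS pH 7.4, 0.01% Tween-20. Compound added for 30 min at RT, then streptavidin donor/nickel chelate acceptor beads (10 ug/mL) for 30 min.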
# JMJD2A Tudor: blocks the human JMJD2A Tudor domain; O75164; 4.4% of 390,000 active; AID 504339; Potency, µM (highest dose often 114 µM), inactives show at the highest dose activity change, negative = inhibition, most hits filed as inhibitors; AlphaScreen JMJD2A-Tudor / H3K4me3 peptide binding; further: potency means the concentration at half of the fitted maximal effect; on the % scale 0 is the no-effect control and ±100 the full control effect; nearly all actives have a fitted effect of over 50% in size
# GLS inh: glutaminase GLS (human) inhibition | O94925 | GLS enzymatic activity, qHTS titration | Potency, µM (top dose mostly 45.5 µM), without a hit: top-dose activity change, negative = inhibition, actives largely listed as inhibitors | 0.21% of 410,000 active | AID 624170; further: potency means the concentration at half of the fitted maximal effect; on the % scale 0 is the no-effect control and ±100 the full control effect
#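 Read-out is an Amplex red fluorescence increase coupled through glutamate oxidase and HRP, measured before and after 30 min room-temperature incubation. hKGA is in 45 mM KH2PO4 (pH 8.2) with 0.02% Tween-20; glutamine added as 1mM solution.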
# BAZ2B inh: BAZ2B (human) inhibition; AlphaScreen BAZ2B-H3K14Ac peptide displacement; Potency, µM (highest dose often 114 µM), for the others: top-dose activity change, negative = inhibition, hits mostly inhibitors; 4.4% of 360,000 active; AID 504333; further: potency means the concentration at half of the fitted maximal effect; on the % scale 0 is the no-effect control and ±100 the full control effect; nearly all actives have a fitted effect of over 60% in size
#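 Protein-peptide AlphaScreen: BAZ2B 50 nM, b-H3K14Ac 50 nM, 1x PBS pH 7.4 + 0.01% Tween-20. Preincubation 30 min RT; cpd 30 min RT (top 110 uM); beads 20 min RT, light-protected.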
# PI4K2A inh: PI4K2A (human) kinase inhibition; Q9BTU6; purified PI4K2A, ADP-Glo luminescence, 1 h; stronger effect = lower value; activity change, negative = inhibition, % at 76.9 µM; 0.13% of 420,000 active; AID 1346378; in the data active means activity change below about -50%; inconclusive means mostly about -30% to -49%;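 further: -100% = wells without enzyme as full effect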
# Target sequence (Q9BTU6 whole entry, looked up): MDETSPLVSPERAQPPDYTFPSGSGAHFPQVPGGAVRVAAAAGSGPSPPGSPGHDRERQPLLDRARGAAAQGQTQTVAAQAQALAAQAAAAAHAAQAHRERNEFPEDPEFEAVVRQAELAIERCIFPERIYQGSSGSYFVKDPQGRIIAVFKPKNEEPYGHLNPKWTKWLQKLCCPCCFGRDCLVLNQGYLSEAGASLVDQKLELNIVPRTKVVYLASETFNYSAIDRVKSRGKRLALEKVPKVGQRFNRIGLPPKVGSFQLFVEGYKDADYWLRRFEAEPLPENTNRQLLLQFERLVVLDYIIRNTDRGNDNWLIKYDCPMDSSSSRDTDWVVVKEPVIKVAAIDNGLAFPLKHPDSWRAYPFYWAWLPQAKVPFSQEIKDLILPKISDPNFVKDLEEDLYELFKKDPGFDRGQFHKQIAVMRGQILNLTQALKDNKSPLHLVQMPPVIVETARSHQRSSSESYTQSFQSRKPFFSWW
#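 ADP-Glo luminescence measured ADP generated by PI4K2A enzyme (4 ug/mL before mixing) with 1.2 mM PI substrate (pre-mix) and 300 microM ATP (pre-mix). Tris pH7.5 buffer with MgCl2, Triton X-100; 1 h reaction at ambient temperature.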
# 12-LOX inh: ALOX12 (human) lipoxygenase inhibition; P18054; purified 12hLO, xylenol orange hydroperoxide absorbance; Potency, µM (titrated, usually from 108 µM), for inactives: top-dose activity change, negative = inhibition, hits mostly inhibitors; 1.1% of 580,000 active; further: potency means the concentration at half of the fitted maximal effect; on the % scale 0 is the no-effect control and ±100 the full control effect
#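 Purified human 12hLO (150 nM final) in 25 mM Hepes, 0.01% Triton X-100, pH 7.0 was preincubated 15 min at room temperature with compound. Then 40 uM arachidonic acid was added, 30 min. Hydroperoxide was read by Fe-XO absorbance ratio 573/405 nm.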
# G9a block: blocks human histone lysine methyltransferase G9a | 8.8% of 350,000 active | Potency, µM (titrated, usually from 102 µM), without a hit: top-dose activity, negative = inhibition, actives largely listed as inhibitors | G9a H3K9 monomethylation, AlphaScreen, 2 h | AID 504332; further: potency means the concentration at half of the fitted maximal effect; on the % scale 0 is the no-effect control and ±100 the full control effect; nearly all actives have a fitted effect of over 75% in size
#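 AlphaScreen detection with an anti-monomethyl H3K9 antibody quantified product after a 2 h room-temperature reaction containing 500 nM biotinylated H3K9 peptide, 20 µM SAM and 20 nM enzyme, which had been preincubated 15 min with compound.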
# RGS4 inh: inhibitors of human regulator of G protein signaling 4; Transcreener GDP fluorescence polarization, RGS4-accelerated GTP hydrolysis; Potency, µM (series often up to 114 µM), without a hit: at the top dose activity change, negative = inhibition, usual class: inhibitors; 0.039% of 390,000 active; AID 504845; further: potency means the concentration at half of the fitted maximal effect; on the % scale 0 is the no-effect control and ±100 the full control effect; nearly all actives have a fitted effect of over 75% in size; some results filed as inactive show a strong effect at the top dose
# Target sequence (P49798 whole entry, looked up): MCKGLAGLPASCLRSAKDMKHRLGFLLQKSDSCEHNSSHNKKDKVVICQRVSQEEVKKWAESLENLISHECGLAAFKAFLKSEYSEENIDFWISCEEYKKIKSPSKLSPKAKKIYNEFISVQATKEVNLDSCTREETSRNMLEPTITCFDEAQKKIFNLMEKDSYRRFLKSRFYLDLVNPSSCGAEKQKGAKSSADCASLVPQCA
#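 MLSMR compounds (23 nl, pin-transferred) preincubated 10 min at room temperature with a 500nM (2x) first reagent, then RGS4 at 900nM (2x) plus Transcreener GDP mix added; fluorescence polarization (620/688 nm) read before and after 90 min at 30 °C.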
# ERG Ets-DNA blk: blocks human ERG Ets domain binding to DNA; 0.028% of 370,000 active; AID 624246; Potency, µM (highest dose often 76.9 µM), for inactives: at the top dose FP activity, negative = inhibition, actives largely listed as inhibitors; fluorescence polarization, His-ERG Ets domain / labelled DNA; active means well fitted inhibition curve with a large enough effect in the polarisation, with a control signal flat; inconclusive means small, poorly fitted or top-dose-only effect, or effect the other way, or a change in a side signal; inactive means no such curve, though single readings can be large or run the other way; the % refers to the polarisation;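 further: polarization taken with two DNA probes labelled with fluorescein and Texas red; potency means the concentration at half of the fitted maximal effect; % of control where 0% means no effect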
#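 His-tagged ERG Ets domain (1 uM in the protein solution; 300mM KCl, 50mM Tris-HCl, 1mM EDTA, 1mM DTT, pH 7.5) received compound, then a probe mix of 5 nM fluorescein-DNA and 100nM Texas-615-DNA. Fluorescence polarization was read for both dyes.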
# An asterisk follows results filed as active; u = inconclusive; x = no result given; [ ] = remark or other dose. Unless noted, the call rests on the fitted dose curve; in most records, active means well fitted curve in the direction sought with a large enough effect; inconclusive means small, poorly fitted or top-dose-only effect, or another doubt; inactive means no such curve, though single readings can be large; an effect the other way counts as inactive or inconclusive. This is a subset; count on the stated rates, not on these rows.
SMILES,HP1b chromo inh,JMJD2A Tudor,GLS inh,BAZ2B inh,PI4K2A inh,12-LOX inh,G9a block,RGS4 inh,ERG Ets-DNA blk
COc1cccc(/C=C/C(=O)NNC(=O)c2ccncc2)c1OC,42%[activator],-12%,21%,-4%,-1,119%[activator],17%[12.7 µM],18%,-2%
O=C(O)c1ccccc1-c1ccccc1C(=O)Nc1ccccc1,15%,-8%,u,-3%,1,-3%,-3%[12.7 µM],9%,0%
COc1ccc(N(CC(=O)N2CCN(c3ccc(F)cc3)CC2)S(=O)(=O)c2c(C)nn(C)c2C)cc1,-1%,-30%,15%,x,-1,-13%,-29%[59 µM],15%,-3%
Cc1cccc(-c2nnn(Cc3nnc(NC(=O)c4ccccc4)s3)n2)c1,11%,-7%,8%,5%,-1,0%,20%[59 µM],-5%,-3%
O=S1(=O)CCC(NS(=O)(=O)c2cccc3cccnc23)C1 (stereo not drawn),27%,-14%,3%,4%,2,-10%,8%[12.7 µM],61%[activator],2%
CCSC(=Nc1ccccc1)Nc1ccccc1,92%[activator],6%,-9%,48%[activator],2,-10%,86%[activator],4%,-16%
O=C(Nc1ccnn1C1CCN(C(=O)c2ccc(Cl)c(F)c2)CC1)C1CCOC1 (stereo not drawn),9%,-12%,4%,0%,-13,-3%,0%,5%,-4%
O=C(Cn1cnc2sc3c(c2c1=O)CCCC3)NCC(=O)Nc1c(F)cc(F)cc1Br,2%,u,5%,-5%,13,-26%,43%,-13%[11.4 µM],-7%
Cc1ccc(C)c(N2CCN(C(=O)C3CCCCN3S(=O)(=O)c3ccc(F)cc3)CC2)c1 (stereo not drawn),25%,-16%,4%,-27%,0,-21%,3%[2.33 µM],-7%,x
COC(=O)c1ccccc1NC(=O)NCc1ccco1,22%,-13%,0%,7%,12,-4%,-1%[59 µM],31%,-4%
O=C(O)C1CCC(=O)N(C2CC2)C1c1ccccc1 (stereo not drawn),40%[activator],-11%,4%,3%,-1,16%,105%[activator][59 µM],-11%,2%
Cc1cccc(NC(=S)NNC(=O)c2ccco2)c1,2%,-18%,35%[activator],-6%,-8,15%,-9%[12.7 µM],-10%,7%
CCSc1nnc(NC(=O)CSc2nnc(CNC(=O)c3ccc(OC)cc3)o2)s1,31%,-1%,-1%,7%,-2,6%,-17%[59 µM],16%,-3%
CCOC(=O)CC(NC(=O)c1cc2ccccc2oc1=O)c1cccc([N+](=O)[O-])c1 (stereo not drawn),7%,-22%,-5%,2%,0,-12%,-5%,-16%,1%
CCOc1ccc(-n2c(-c3ccco3)nc3c(cnn3-c3ccc(C)cc3)c2=O)cc1,28%,-14%,-3%,-16%,1,11%,8%,-6%,-11%
O=C(CCCCn1c(=O)c2ccccc2n(Cc2cccc(Cl)c2)c1=O)NCc1ccc2c(c1)OCO2,41%[activator],6%,-2%,-3%,4,-13%,1%[59 µM],-1%,2%
CC1Cc2ccccc2N1C(=O)CSc1nnc2c(n1)[nH]c1ccc(F)cc12 (stereo not drawn),41%[activator],-15%,4%,-2%,-3,0%,u,-17%,-2%
CCOC(=O)[C@H]1[C@H]2COc3ccc(Br)cc3[C@@H]2N2C(=O)c3ccc(F)cc3NC(=O)[C@@]12C,50%,-13%,-1%,0%,-8,-3%,22%[2.33 µM],-18%,8%
O=C(NC1CCCC1)C(c1ccc(F)cc1)N(Cc1ccc(F)cc1)C(=O)CCl (stereo not drawn),21%,-23%,8%,8%,-2,u,45µM*,-1%,3%
CC(C)N(C(=O)[C@H]1C[C@H](CC(=O)NCCCn2ccnc2)C(=O)N2CCc3c([nH]c4cc(CCC(=O)N(C)C)ccc34)[C@]12C)C(C)C,10%,-22%,2%,x,3,16%,x,11%,7%
C=CCc1ccccc1OCC(O)CN(C(C)C)C(C)C (stereo not drawn),-3%,-12%[11.4 µM],-8%,0%,-5,0%,-10%[2.33 µM],-7%[11.4 µM],-2%
COC(=O)c1sccc1S(=O)(=O)N1CCCC(N(C)CCc2ccccn2)C1 (stereo not drawn),40%[activator],-5%,-19%,0%,0,0%,x,-8%,-4%
COC(=O)CC1Oc2ccc(Cl)cc2-n2cc(-c3ccccc3)nc21 (stereo not drawn),46%[activator],-21%,-1%,-32%,1,-11%,-12%[59 µM],-9%,1%
COc1ccc(N2C(=O)CC(n3c(CCCCO)nc4ccccc43)C2=O)cc1 (stereo not drawn),40%[activator],-13%,0%,1%,5,10%,u,-14%,-4%
C#Cc1ccc([C@@H]2C=C(C(=O)NCc3nc4ccccc4[nH]3)O[C@H](OCC)[C@H]2CCCO)cc1,37%,-14%,0%,-18%,6,10%,30%[59 µM],-2%,-3%
O=C1CNC(=O)/C(=C\c2ccc(F)cc2)N1,42%,-4%,-2%,1%,1,4%,-2%,-9%[56.9 µM],-4%
O=C(NC(=S)Nc1cc(Cl)ccc1N1CCOCC1)c1ccc(-c2cccc(Cl)c2)o1,7%,-16%,7%,6%,6,-13%,13%[59 µM],14%,-5%
CC(C)/C=N/NC(=O)c1cccc(N2CCCC2=O)c1,39%[activator],-7%,11%,-8%,1,-1%,12%[59 µM],18%,9%
Cc1c(Cl)ccc2c1NC(=O)C21NC(CCC(N)=O)[C@H]2C(=O)N(c3ccc(Cl)cc3)C(=O)[C@H]21 (stereo partly drawn),60%[activator],-22%,10%,1%,4,u,40µM*,9%,5%
Cc1ccc(S(=O)(=O)CCc2ccccn2)cc1,17%,-3%,5%,-6%,6,2%,u,-31%,4%
CC1=Nc2ccccc2/C1=C/c1nc(-c2ccc(C)s2)oc1O,24%,-23%,0%,-30%,0,u,-28%,19%,u
CCOc1ccc(-n2c(Cc3cc(=O)[nH]c(=O)[nH]3)nnc2SCC)cc1,27%,-5%,1%,3%,-1,u,u,-18%,-23%
CN(C)/C=C(\C=O)c1ncc(C(F)(F)F)cc1Cl,4%,u,7%,2%,-11,u,14%,u,-8%
Cc1ccc(N2CC(NC(=O)c3ccccc3Br)CC2=O)cc1 (stereo not drawn),30%,0%,4%,2%,-1,u,3%[59 µM],-6%,0%
O=C(CNC(=O)c1cccs1)OCc1c(F)cccc1Cl,-6%,-7%,9%,-2%,1,1%,-2%,11%,1%
CCOC(=O)c1ccc(N/C=C\C(=O)c2cccc(OC)c2)cc1,28%,-9%,8%,-5%,-4,-15%,u,-22%,10%

# Structures above with a COOH group:
SMILES,HP1b chromo inh,JMJD2A Tudor,GLS inh,BAZ2B inh,PI4K2A inh,12-LOX inh,G9a block,RGS4 inh,ERG Ets-DNA blk
O=C(O)c1ccccc1-c1ccccc1C(=O)Nc1ccccc1,15%,-8%,u,-3%,1,-3%,-3%[12.7 µM],9%,0%
O=C(O)C1CCC(=O)N(C2CC2)C1c1ccccc1 (stereo not drawn),40%[activator],-11%,4%,3%,-1,16%,105%[activator][59 µM],-11%,2%

# Carrying on.
SMILES,HP1b chromo inh,JMJD2A Tudor,GLS inh,BAZ2B inh,PI4K2A inh,12-LOX inh,G9a block,RGS4 inh,ERG Ets-DNA blk
COc1ccc(NC(=O)C2=C(C)C(=O)OC23CCC(C)CC3)cc1Cl (stereo not drawn),50%[activator],-22%[57.1 µM],7%,-1%,5,0%,-45%,-32%,0%
C#CCOCCOCCOCCNc1nc(N2CCN(C(=O)[C@H](CCC(=O)O)n3cc(CN)nn3)CC2)nc(N2CCN(C(=O)[C@H](CCCCN)n3cc([C@@H](N)CC(N)=O)nn3)CC2)n1,46%[activator],56µM*,4%,x,0,-11%,x,27%,0%
O=C1CCc2cc(S(=O)(=O)Nc3ccccc3)ccc2N1,39%[activator],-9%,-5%,13%,2,-8%,u,16%,7%
COCC1CCN(Cc2nc(COc3ccccc3)no2)C1 (stereo not drawn),30%,-8%,0%,-30%,0,44%[activator],x,6%,11%
COC(=O)[C@H]1C[C@H]2[C@@H]3CC[C@H]4C[C@@H](OC)CC[C@]4(C)[C@H]3CC[C@]2(C)[C@@]2(CCCO2)O1,37%,-21%,-2%,x,-4,4%,x,15%,-25%

# Laid out differently: entries from further up.
HP1b chromo inh,JMJD2A Tudor,GLS inh,BAZ2B inh,PI4K2A inh,12-LOX inh,G9a block,RGS4 inh,ERG Ets-DNA blk,SMILES
46%[activator],56µM*,4%,x,0,-11%,x,27%,0%,C#CCOCCOCCOCCNc1nc(N2CCN(C(=O)[C@H](CCC(=O)O)n3cc(CN)nn3)CC2)nc(N2CCN(C(=O)[C@H](CCCCN)n3cc([C@@H](N)CC(N)=O)nn3)CC2)n1
39%[activator],-9%,-5%,13%,2,-8%,u,16%,7%,O=C1CCc2cc(S(=O)(=O)Nc3ccccc3)ccc2N1
30%,-8%,0%,-30%,0,44%[activator],x,6%,11%,COCC1CCN(Cc2nc(COc3ccccc3)no2)C1 (stereo not drawn)
37%,-21%,-2%,x,-4,4%,x,15%,-25%,COC(=O)[C@H]1C[C@H]2[C@@H]3CC[C@H]4C[C@@H](OC)CC[C@]4(C)[C@H]3CC[C@]2(C)[C@@]2(CCCO2)O1

# Compound activity as filed in PubChem.
